Tb PYK inh = blocks Trypanosoma brucei pyruvate kinase. 410,000 compounds, 0.12% hits. Potency, µM (titrated, usually from 76.8 µM), for inactives: at the top dose activity, negative = inhibition, actives largely listed as inhibitors. Q57TT1. TbPYK enzyme, Kinase-Glo Plus ATP luminescence, 45 min. AID 624173; note: nearly all actives have a fitted effect of over 50% in size
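Enzyme and substrate buffer are dispensed first and compound is pin-transferred. ADP at 130 uM final then starts the reaction, which runs 45 min at room temperature. Detection reagent is added for 10 min before luminescence is imaged.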
AMA1 RON2 block = disrupts binding of P. falciparum AMA1 to RON2; AlphaScreen AMA1-biotinylated RON2 peptide binding; Potency, µM (doses to about 58.2 µM), without a hit: at the highest dose activity change, negative = inhibition, usual class: inhibitors; 360,000 compounds, 0.2% hits;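 note: 0% = vehicle wells and -100% = peptide control; nearly all actives have a fitted effect of over 45% in size; some results filed as inactive show a strong effect at the top dose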
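AMA1 (3D7) with his tag at 25 nM final met compounds first, then biotinylated RON2 peptide at 25 nM; detection used donor plus acceptor beads, 10 µg/mL apiece, read by AlphaScreen after 30 min at room temperature.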
Active calls of the source: *; ? = inconclusive; [ ] = remark or other dose. Calls come from the whole dose curve; as a rule, active = well fitted curve in the direction sought with a large enough effect; inconclusive = small, poorly fitted or top-dose-only effect, or another doubt; inactive = no such curve, though single readings can be large; an effect the other way counts as inactive or inconclusive. Unless noted, % is set by controls: 0 for no effect and ±100 for the full control effect; potency is the fitted concentration of half-maximal effect. Some of the compounds tested (hit frequency here may not be typical).

SMILES	Tb PYK inh	AMA1 RON2 block
COc1ccc(S(=O)(=O)N2CCCCCC2)cc1NC(C)C(=O)Nc1ccc(NC(C)=O)cc1 (stereo not given)	6%	2%
COc1ccc(C(=O)C(=NN)c2ccccc2)cc1	-15%	4%
CCCC1(c2ccsc2)NC(=O)NC1=O (stereo not given)	-6%	-6%
C[C@@H]1CN([C@@H](C)CO)C(=O)c2cc(NC(=O)Nc3cccc4ccccc34)ccc2O[C@@H](C)CCCCO[C@H]1CN(C)C(=O)c1ccccc1	0%	5%
O=C(NC1CCCCCC1)c1[nH]c(C(F)(F)F)nc1-c1ccccc1	5%	39%[activator]
Cn1nccc1-c1ccc(C(=O)Nc2cccc(NS(C)(=O)=O)c2)c2occc12	0%	35%[activator]
CCCc1c(-c2cccc(Cl)c2)ncn1Cc1ccccc1OC	2%	-22%
O=C(O)C(Cc1ccnc2ccccc12)=NO	-5%	23%
Cc1ccc(S(=O)(=O)NC(=O)C2(C)CCN2C(=O)c2c(C)noc2C)cc1 (stereo not given)	-2%	-2%
COc1ccc(NS(=O)(=O)c2ccc(-c3ccccn3)s2)cc1	-3%	-6%
CC[C@]12c3[nH]c4cc(-c5ccco5)ccc4c3CCN1C(=O)[C@@H](CC(=O)NCCCN(C)C)C[C@@H]2C(=O)N1CCN(C(=O)C2CC2)CC1	-4%	-11%
Cc1cc(N2CCN(C(=O)Oc3ccc([N+](=O)[O-])cc3)CC2)c2ccccc2n1	6%	-14%
COCC(=O)N(C)C[C@H]1Oc2ncc(C#C[C@H](C)O)cc2C(=O)N([C@@H](C)CO)C[C@H]1C	6%	-4%
CCn1c(SCC(=O)NNC(=O)c2ccc(C)cc2)nnc1-c1ccncc1	0%	32%[activator]
Cc1ccc(S(=O)(=O)N2C[C@H]3[C@H]4C(=O)N(c5ccccc5)C(=O)[C@H]4C[C@H](OC(=O)NC4CCCC4)[C@@]3(O)C2)cc1	2%	-17%
CC(=O)C1CCC2C3CCC4CC(=O)CCC4(C)C3C(O)CC12C (stereo not given)	-3%	0%
CC1=C(C(=O)N2CCOCC2)CC(CC(=O)NC2CCCC2)C(=O)N1Cc1ccc(C(C)(C)C)cc1 (stereo not given)	-1%	-3%
O=C(Cn1cnc2cc([N+](=O)[O-])ccc2c1=O)Nc1cccc(S(=O)(=O)N2CCCCC2)c1	-1%	0%
CC(C)C[C@@H](CN1CCC[C@H]1CN1C(=O)C(=O)NC[C@@H]1Cc1ccccc1)N1C[C@H](Cc2ccc(O)cc2)N(CC2CCCCCC2)C(=O)C1=O	1%	-22%
COc1ccc(CNC(=O)COC(=O)c2cc(S(=O)(=O)N3CCOCC3)ccc2O)cc1OC	-5%	12%

Compound profiles, as listed above:
CC(C)C[C@@H](CN1CCC[C@H]1CN1C(=O)C(=O)NC[C@@H]1Cc1ccccc1)N1C[C@H](Cc2ccc(O)cc2)N(CC2CCCCCC2)C(=O)C1=O is entered as Tb PYK inh: 1%; AMA1 RON2 block: -22%
C[C@@H]1CN([C@@H](C)CO)C(=O)c2cc(NC(=O)Nc3cccc4ccccc34)ccc2O[C@@H](C)CCCCO[C@H]1CN(C)C(=O)c1ccccc1 is entered as Tb PYK inh: 0%; AMA1 RON2 block: 5%

Back to the main list, starting 7 compounds before the break.
SMILES	Tb PYK inh	AMA1 RON2 block
CCn1c(SCC(=O)NNC(=O)c2ccc(C)cc2)nnc1-c1ccncc1	0%	32%[activator]
Cc1ccc(S(=O)(=O)N2C[C@H]3[C@H]4C(=O)N(c5ccccc5)C(=O)[C@H]4C[C@H](OC(=O)NC4CCCC4)[C@@]3(O)C2)cc1	2%	-17%
CC(=O)C1CCC2C3CCC4CC(=O)CCC4(C)C3C(O)CC12C (stereo not given)	-3%	0%
CC1=C(C(=O)N2CCOCC2)CC(CC(=O)NC2CCCC2)C(=O)N1Cc1ccc(C(C)(C)C)cc1 (stereo not given)	-1%	-3%
O=C(Cn1cnc2cc([N+](=O)[O-])ccc2c1=O)Nc1cccc(S(=O)(=O)N2CCCCC2)c1	-1%	0%
CC(C)C[C@@H](CN1CCC[C@H]1CN1C(=O)C(=O)NC[C@@H]1Cc1ccccc1)N1C[C@H](Cc2ccc(O)cc2)N(CC2CCCCCC2)C(=O)C1=O	1%	-22%
COc1ccc(CNC(=O)COC(=O)c2cc(S(=O)(=O)N3CCOCC3)ccc2O)cc1OC	-5%	12%
CCCCC(=O)N1C(C)CCC1C (stereo not given)	4%	-5%
CCc1nc2c(OCc3ccc(Cl)cc3)cccn2c1N(C)C(=O)c1ccc(C)cc1	5%	-14%
NS(=O)(=O)c1cccc(Nc2nc3ccccc3nc2NS(=O)(=O)c2ccc(Cl)cc2)c1	21%	-5%
Cc1ccc(-c2ccc(CN3C(CC(C)C)C(=O)N(Cc4cn(CCC5OCCCO5)nn4)CCS3(=O)=O)cc2)cc1 (stereo not given)	4%	-9%
COc1cccc(-c2cnc(C(O)c3ccc(Cl)c(F)c3)[nH]2)c1 (stereo not given)	-4%	-13%
COc1ccc(Sc2ccc(-c3nc4cnccn4c3NC3CCCCC3)cc2OC)cc1	4%	1%
O=C(N/N=C/c1ccc(Cl)cc1)c1ccc2nc[nH]c2c1	2%	7%
O=C(Oc1ccc(/C=N/NC(=O)c2ccccn2)cc1)c1cccc(F)c1	7%	30%[activator]
COc1ccc(Nc2c(-c3cc4ccccc4o3)nc3nc(C)cc(C)n23)cc1	2%	-20%
CC(=O)NC(c1ccccc1)c1nc(-c2cc(F)cc(F)c2)cs1 (stereo not given)	1%	-2%
Cc1cc(C)n2nc(SCC(=O)N3CCCCC3C)nc2n1 (stereo not given)	-10%	1%
O=C(O)CCc1ccc(S(=O)(=O)Nc2ccccc2N2CCCCC2)cc1	5%	-2%
COc1ccc(C(CC(=O)c2ccc3c(c2)OCO3)c2c(O)c3ccccc3oc2=O)cc1OC (stereo not given)	-15%	8%
COc1cc(C2C(C#N)=C(N)OC3=C2C(=O)CC(C)(C)C3)cc2c1OCO2 (stereo not given)	1%	-17%
CN(CCc1ccccc1)C(=O)c1ccc(NC(=O)Cc2ccc(NC(=O)C3CCCN(C(=O)C4CCCC4)C3)cc2)cc1 (stereo not given)	-3%	6%
CN(Cc1ccc(F)cc1)C(=O)CN1CCN(S(=O)(=O)c2ccc3c(c2)OCCCO3)CC1	2%	-5%
COC(=O)c1cccc(CN2C(=O)C(C)Sc3ccc(C)cc32)c1 (stereo not given)	-1%	4%
CCC1(O)CC(c2ccccc2)=NN1C(=O)c1ccccc1F (stereo not given)	-6%	73%[activator]
CC(=O)c1ccc(OCC(=O)N2CCCC2c2ccc3c(c2)OCCCO3)cc1 (stereo not given)	10%	-4%
CN(C(=O)c1cccc(NC(=O)Cc2ccc([N+](=O)[O-])cc2)c1)C1CCC1	-1%	13%
O=Nc1ccc(NO)c2ccccc12	-5%	7%
CC(=O)c1ccc(S(=O)(=O)N2CCN(CC(=O)Nc3ccnn3C3CCCC3)CC2)cc1	1%	32%[activator]
Cc1nn(CC(=O)NCCC2=CCCCC2)c(C)c1S(=O)(=O)N(C)C	1%	1%
CCOC(=O)N1CCN(C(=O)C2CCN(C(=O)Nc3ccccc3)CC2)CC1	3%	-19%
COc1ccc(Nc2nc(NCc3cccs3)nc3ccsc23)cc1OC	-1%	?
O=C(Cn1nc(-c2ccccc2)ccc1=O)N1CCOCC1	-5%	2%
CN1CCN(S(=O)(=O)c2ccc(F)cc2)CC1	-2%	6%
O=C(Nc1cc(Cl)ccc1C(=O)O)c1ccc(CN2C(=O)c3ccccc3C2=O)cc1	-1%	0%
Cc1ccc(-c2nnc(SCC(=O)Nc3cccnc3Cl)n2N)cc1	0%	5%
COc1cccc(NC(=O)N2CCc3nc(Nc4cc(Cl)cc(Cl)c4)ncc3C2)c1	2%	2%
O=C(Nc1ncccn1)c1cccc(Cl)c1	4%	0%
C[C@H]1CN([C@@H](C)CO)C(=O)CCCn2nncc2CO[C@@H]1CN(C)Cc1cccc2c1OCCCO2	6%	4%
Cc1cc(NC(=O)CSc2nc3c(c(=O)n2-c2ccc(Cl)cc2)SCC3)no1	0%	12%
COc1ccc(CN(C)CCCn2cnc(C(=O)Nc3ccc(C)c(C)c3)n2)cc1OC	-7%	11%
COC(=O)c1ccc(CNC(=O)c2ccc(S(=O)(=O)N3CCCCCC3)cc2)cc1	1%	-5%
CCCNC(=O)C1(C)CCCN(Cc2cc(-c3ccccc3)nn2C)C1 (stereo not given)	4%	27%
Cc1cc2oc3cc(NCCC4CCCN4C)ccc3c(=O)c2cc1C (stereo not given)	-1%	5%
O=S1(=O)C[C@H](N2CCOCC2)[C@@H](COCc2ccccc2)N1	0%	0%
CCC(=O)c1ccc(OCc2cn(CC(=O)c3ccc(O)cc3)nn2)cc1	-3%	14%
COc1cccc(C(C)(O)c2nc(-c3csc4ccccc34)cs2)c1 (stereo not given)	-4%	5%
O=C1c2ccc(-c3ccc(Cl)c(C(F)(F)F)c3)cc2S(=O)(=O)c2cccc(C(=O)N3CCN(c4ccc(Cl)cn4)CC3)c21	0%	-2%
CCCN(C)C[C@H]1Oc2cc(C#Cc3ccc(F)cc3)ccc2S(=O)(=O)N([C@H](C)CO)C[C@@H]1C	1%	10%
C#CCOCCOCCOCCNc1nc(N2CCN(C(=O)C([C@@H](C)O)n3cc([C@@H](N)CCCCN)nn3)CC2)nc(N2CCN(C(=O)[C@H](CC(N)=O)n3cc([C@@H](N)C(C)C)nn3)CC2)n1 (stereo not given in full)	1%	-3%
CCCc1cnc(Nc2nc(C(N)Cc3ccc(OC)cc3)cs2)nc1 (stereo not given)	9%	41%[activator]
CC(=O)c1ccccc1OC(=O)c1ccc(-c2ccccc2)cc1	-2%	8%
CCN(Cc1ccncc1)C(=S)Nc1ccccc1C	-11%	3%
CCOCC(=O)NC1CCc2cc(OC)c(OC)c(OC)c2-c2ccc(SC)c(=O)cc21 (stereo not given)	1%	-4%
COc1ncnc2c1ncn2CCCN1CCN(c2ccccn2)CC1	1%	10%
CC(C)=CCn1c2ccc(NC(=O)NCc3ccc(F)cc3)cc2c(=O)n1C	-2%	7%
C[C@H](CO)N1C[C@H](C)[C@@H](CN(C)S(=O)(=O)c2ccc(F)cc2)Oc2c(NC(=O)Cc3ccccc3)cccc2C1=O	2%	-1%

The list continues.
SMILES	Tb PYK inh	AMA1 RON2 block
CN(C(=O)c1cccc(NC(=O)Cc2ccc(NC(=O)C3CCN(C(=O)C4CCCC4)CC3)cc2)c1)C1CCCC1	4%	-3%
O=C(CSc1nncn1-c1ccccc1F)NC1CC1	6%	-4%
CCN1CCC(O)(/C=C/c2ccc(C(C)C)cc2)C(C(=O)/C=C/c2ccc(C(C)C)cc2)C1 (stereo not given)	-9%	-25%
COc1ccc2sc3cccc(NCCN(C)C)c3c(=O)c2c1	-4%	?
C[C@]12CCC3C(CC[C@H]4[C@@H](O)[C@H](O)CC[C@]34C)C1CCC2=O (stereo not given in full)	3%	0%
CCCN1Cc2cccc(C(=O)Nc3ccc(OC)c(OC)c3)c2C1=O	-1%	6%
O=C1c2cccc3cc([N+](=O)[O-])cc(c23)C(=O)N1c1nncs1	-8%	2%
Cc1ccccc1NP1(=O)OCCCN1Cc1ccccc1Cl (stereo not given)	3%	11%
O=C(COC(=O)c1cc(S(=O)(=O)N2CCCCC2)ccc1Cl)NC1CCCCC1	-3%	2%
Cc1cn(CC(=O)NCC(c2ccccc2)c2ccccc2)c(=O)[nH]c1=O	-6%	0%
Cc1ccc(S(=O)(=O)Nc2ccc(F)cc2)cc1C(=O)N1CCOCC1	-1%	0%
CCC(=O)N1CCC1(C)C(=O)Nc1cccc(OC)c1 (stereo not given)	0%	0%
COc1cccc(-c2cc(C(=O)O)c3cc4ccccc4cc3n2)c1OC	-12%	-5%
CC1CC1C(=O)OCC(=O)NCc1ccccc1 (stereo not given)	1%	-4%
Cc1ccccc1OCC(O)COc1ccccc1C	4%	1%
CC1(C(=O)Nc2ccc3[nH]ncc3c2)CCN1C(=O)C/C=C/c1ccccc1 (stereo not given)	-3%	0%
NC(Cc1ccccc1)c1csc(Nc2nccc(C(F)(F)F)n2)n1 (stereo not given)	-3%	82%[activator]
O=C(c1ccccc1Cl)c1c(O)c2ccccc2oc1=O	1%	15%
CCOC(=O)C1=CCN(S(=O)(=O)c2ccccc2Br)C1c1cccc(C)c1 (stereo not given)	7%	0%
O=C(C1CCC(Cn2c(=S)[nH]c3ccccc3c2=O)CC1)N1CCN(c2ccccc2)CC1 (stereo not given)	-9%	92%[activator]
CCOc1ccc(C(=O)Nc2cc(=O)n(C)c(=O)n2C)cc1	-1%	1%
O=CNc1c(Cl)cc2c(c1Cl)Cc1cc([N+](=O)[O-])ccc1-2	-1%	6%
COc1ccc(-c2c(-c3ccc(S(C)(=O)=O)cc3)sc3ccc(OC)cc23)cc1	3%	-5%
COCCCNC(=O)c1cc(S(=O)(=O)N2CCC3(CC2)OCCO3)ccc1F	2%	42%[activator]
CC(C)N(C)c1ncnc2c1ncn2[C@H]1CN(CCN2CCOCC2)C[C@@H](CO)O1	-1%	8%
OC(c1ccc(Cl)cc1)c1ncc(-c2ccccc2Cl)[nH]1 (stereo not given)	1%	-8%
Cc1ccc(S(=O)(=O)N2CCC(C(=O)Nc3cccnc3)CC2)cc1	-4%	0%
Cn1ccc2c(N3CCCCCC3)cc3c(c21)C1CCC3C1 (stereo not given)	-10%	?
COC(=O)CCC(C)C1CCC2C3CCC4CC(O)CCC4(C)C3=CC(=O)C12C (stereo not given)	3%	3%

Screening results deposited in PubChem BioAssay by National Center for Advancing Translational Sciences (NCATS).
